Source: PubChem BioAssay
TRPC6 activator – mouse TRPC6 channel activators, primary screen, cell-based, HEK293, membrane potential dye. 310,000 compounds, 0.13% hits. AID 2550, 2010. B-score at 10 µM. HEK293-TRPC6 membrane potential dye fluorescence; hits give high values. Short transient receptor potential channel 6 (Mus musculus), Q61143;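 active = B-score of the integrated fluorescence ratio above library mean plus 3 SD, and starting fluorescence ratio within library mean plus 5 SD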;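 note: higher score means more depolarization so channel activation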
RGS4 act – RGS4 potentiators or activators, primary screen, cell-based, HEK293 M3R inducible RGS4, calcium flux. carbachol calcium flux Fluo4; hits give low values. B-score at 10 µM. 310,000 compounds, 0.92% hits;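 active = B-score of the integrated calcium signal more than 4 SD below the library mean, with starting fluorescence not abnormally high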;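 note: negative B-score means reduced calcium response which marks RGS4 activation or potentiation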
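Reagent: ECmax carbachol challenge; Test system: M3R-expressing HEK293 line, RGS4 induced by doxycycline; Schedule: overnight RGS4 induction, 30 min dye load 37 °C, 20 min compound RT; Detection: calcium dye Fluo4 fluorescence; Read-out: Agonist-evoked peak-minus-minimum fluorescence over baseline, integrated ratio, B score.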
MrgX1 agonist – agonists of human MrgX1 receptor, primary screen, HEK293 cells, Fluo-4 calcium flux; Mas-related G-protein coupled receptor member X1 (Homo sapiens), Q96LB2; B-score at 10 µM; Fluo-4 calcium fluorescence, agonist mode; hits give high values; 310,000 compounds, 0.44% hits;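 active = calcium response B-score plate-corrected fluorescence ratio at least 3 library SD, with starting fluorescence B-score inside 5 SD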
Target sequence (Q96LB2 whole entry, looked up): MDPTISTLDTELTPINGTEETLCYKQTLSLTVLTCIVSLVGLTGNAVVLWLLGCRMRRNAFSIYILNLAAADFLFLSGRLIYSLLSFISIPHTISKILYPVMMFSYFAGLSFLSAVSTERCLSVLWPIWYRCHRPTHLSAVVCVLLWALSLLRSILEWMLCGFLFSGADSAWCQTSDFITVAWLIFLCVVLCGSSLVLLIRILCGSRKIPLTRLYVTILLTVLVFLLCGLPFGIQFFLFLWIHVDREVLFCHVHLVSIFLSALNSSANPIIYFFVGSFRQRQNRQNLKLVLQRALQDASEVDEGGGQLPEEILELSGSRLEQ
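Material: HEK293 cells stably expressing human MrgX1 receptor | Quantity: 15,000 cells per well | Times: Cells plated overnight, dye loaded 0.5 h 37 °C, 0.5 h room temperature | Measured by: Kinetic Fluo-4 NW fluorescence of intracellular calcium | Control set: Positive and negative controls per plate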
TMEM16A act – TMEM16A chloride channel activators or potentiators, primary screen, cell-based, HTS; B-score at 10 µM; Anoctamin-1 (Mus musculus), Q8BHY3; 340,000 compounds, 0.3% hits; HEK293 TMEM16A/YFP-H148Q/I152L, iodide quench fluorescence; hits give low values;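 active = fluorescence-ratio B-score plate-corrected deviation score at least 3 library SD below zero, with starting fluorescence score within 5 deviations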;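 note: channel opened by trigger with iodide after compound preincubation; score built on the fluorescence ratio of max minus min over baseline; more negative score means more quench and so TMEM16A activation or potentiation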
MrgX1 allo act – positive allosteric modulators of MrgX1, primary screen, HEK293 cells, Fluo-4 calcium flux; Mas-related G-protein coupled receptor member X1 (Homo sapiens), Q96LB2; FDSS; hits give high values; B-score at 10 µM; 310,000 compounds, 0.63% hits; AID 588675, 2011;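 active = plate-corrected calcium response at least 3 library SD above typical, normal starting fluorescence, not activating the receptor alone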;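 note: compound read alongside a low EC10 to EC30 dose of BAM8-22 agonist; peak minus trough fluorescence over baseline measured at the second addition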
RGS4 inh – RGS4 inhibitors, primary screen, cell-based, HEK293 M3R inducible RGS4, calcium flux; Regulator of G-protein signaling 4 (Homo sapiens), P49798; Fluo-4 calcium flux; hits give high values; triggered by carbachol at its EC20; B-score at 10 µM; 310,000 compounds, 0.45% hits; AID 463165, 2010;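 active = B-score, a plate-corrected calcium signal, over three deviations above library mean, with baseline fluorescence within five deviations of library mean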;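 note: RGS4 expression induced by doxycycline in cells with stable M3 receptor; B-score is computed from the integrated fluorescence ratio over baseline after carbachol; higher B-score means a larger calcium signal and so more RGS4 inhibition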
Target sequence (P49798 whole entry, looked up): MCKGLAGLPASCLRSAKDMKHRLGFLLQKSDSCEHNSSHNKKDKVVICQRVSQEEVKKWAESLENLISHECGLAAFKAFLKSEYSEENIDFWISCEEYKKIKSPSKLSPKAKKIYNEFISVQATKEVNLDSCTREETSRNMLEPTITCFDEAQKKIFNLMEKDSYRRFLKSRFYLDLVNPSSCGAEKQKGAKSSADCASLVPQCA
TMEM16A inh – TMEM16A chloride channel inhibitors, primary screen, cell-based, HTS. HEK293 TMEM16A/YFP iodide influx fluorescence, ionomycin. normalized B-score (activity score, 25-100; higher = stronger inhibition) at 10 µM. 310,000 compounds, 1.2% hits. AID 588511, 2011;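 active = ratio plate-corrected score three or more library SD toward inhibition, starting fluorescence score within five deviations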;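 note: score derived from kinetic fluorescence span divided by baseline fluorescence per well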
TRPC6 inh – mouse TRPC6 channel inhibitors, primary screen, cell-based, HEK293, membrane potential dye; Short transient receptor potential channel 6 (Mus musculus), Q61143; ACh-evoked depolarization; hits give low values; B-score at 10 µM; 310,000 compounds, 1.1% hits; AID 2553, 2010;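 active = B-score under library mean minus 3 SD, initial fluorescence not abnormally high, positive integrated signal ratio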;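 note: B-score derived from integrated fluorescence ratio over the kinetic read; more negative B-score means stronger inhibition of depolarization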
SKKanGAS inh – S. pyogenes SKKanGAS growth inhibitors in kanamycin, primary screen, streptokinase expression inhibitor project, SKKanGAS strain, BacTiter-Glo luminescence; inhibition, % at 7.5 µM; 6 h; 300,000 compounds, 1.3% hits;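 active = mean replicate score, as percent of positive control median, at least 50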;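 note: strain carries kanamycin resistance gene driven by streptokinase promoter and grows in 40 µg/ml kanamycin; loss of luminescence reflects streptokinase promoter inhibition or plain growth inhibition; 0% = median of DMSO wells and 100% = positive control at its reference dose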
MrgX1 antag – antagonists of human MrgX1 receptor, primary screen, HEK293 cells, Fluo-4 calcium flux. BAM8-22 antagonism; hits give low values. B-score at 10 µM. 310,000 compounds, 1.3% hits. AID 588676, 2011;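 active = calcium-response B-score plate-corrected more than 3 library SD below zero, starting fluorescence within 5 deviations, no agonist response on first addition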;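 note: peak minus trough fluorescence over baseline after final BAM8-22 challenge near maximal dose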
HDAC3 inhib – HDAC3 deacetylase inhibitors, primary screen, biochemical, fluorescence, cell-free homogeneous | 320,000 compounds, 0.15% hits | recombinant HDAC3, fluorogenic peptide/trypsin coupled | Histone deacetylase 3 (Homo sapiens), O15379 | inhibition, % at 8.3 µM; in the data active = inhibition above about 26%, passing the limit was not always enough
Target sequence (O15379 whole entry, looked up): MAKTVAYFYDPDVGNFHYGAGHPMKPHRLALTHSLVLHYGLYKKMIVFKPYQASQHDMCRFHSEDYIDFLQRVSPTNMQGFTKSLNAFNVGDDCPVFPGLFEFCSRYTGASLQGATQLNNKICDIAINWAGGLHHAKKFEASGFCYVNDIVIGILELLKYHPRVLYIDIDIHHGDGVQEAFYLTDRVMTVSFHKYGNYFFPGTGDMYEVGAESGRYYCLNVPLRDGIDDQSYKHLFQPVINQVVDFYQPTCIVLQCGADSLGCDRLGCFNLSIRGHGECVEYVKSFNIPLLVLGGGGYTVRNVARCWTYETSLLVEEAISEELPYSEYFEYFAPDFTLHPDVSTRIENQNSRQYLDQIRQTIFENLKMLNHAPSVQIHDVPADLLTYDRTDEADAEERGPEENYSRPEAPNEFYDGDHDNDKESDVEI
The depositor's hits bear a star; i = inactive; · = no result given.

SMILES	TRPC6 activator	RGS4 act	MrgX1 agonist	TMEM16A act	MrgX1 allo act	RGS4 inh	TMEM16A inh	TRPC6 inh	SKKanGAS inh	MrgX1 antag	HDAC3 inhib
CC(=O)c1cc2c(cc1NC(=O)c1c(-c3ccccc3)noc1C)OCO2	i	i	i	i	i	i	i	i	-13	i	0
CCOC(=O)c1ccc(NC(=O)C2CCCO2)cc1 (stereo not drawn)	i	i	i	i	i	i	i	i	-3	i	0
CC(=O)NC(=S)Nc1ccccc1N1CCN(C(=O)c2ccccc2)CC1	i	i	i	i	i	i	i	i	2	i	1
Cc1ccc(SCCC(=O)Nc2cccnc2)cc1	i	i	i	i	i	i	i	i	5	i	8
S=c1[nH]nc(COc2ccccc2)n1/N=C/c1ccc(Br)cc1	i	i	i	i	i	i	i	i	9	i	4
O=C(Cc1ccccc1)NCC(=O)OCC(=O)c1ccc([N+](=O)[O-])cc1	i	i	i	i	i	i	i	i	-9	i	·
CCOc1cc(N2CCOCC2)c(OCC)cc1NC(=O)c1ccccc1C	i	i	i	i	i	i	i	i	-16	i	3
CCOc1ccc(CCNC(=O)c2cc3sccc3n2C)cc1OCC	i	i	i	i	i	i	i	i	-4	i	9
COc1ccc2nc(SCC(=O)Nc3cc(C)on3)c(C#N)cc2c1	i	i	i	i	i	i	i	i	3	i	-2
Brc1ccc(C2=Nc3cccc4cccc(c34)N2)o1	i	i	i	i	i	i	i	i	5	i	-3
O=[N+]([O-])c1cccc(Oc2cnccn2)c1	i	i	i	i	i	i	i	i	-1	i	-1
Cc1ccc(-c2[nH]ncc2C(=O)c2cccc(F)c2)c(O)c1	i	i	i	i	i	i	i	i	-2	i	-3
CN(CC(=O)Nc1ccc(N2CCOCC2)cc1)CC(=O)Nc1ccccc1C#N	i	i	i	i	i	i	i	i	-6	i	5
Cc1ccc(C(=O)OCC(=O)N2C(C)CCCC2C)cc1S(=O)(=O)N1CCCCC1 (stereo not drawn)	i	i	i	i	i	i	i	i	14	i	9
O=C(CCN1C(=O)S/C(=C\c2ccccc2)C1=O)Nc1ccc(O)cc1C(=O)O	i	i	i	i	i	i	i	i	2	i	7
CCOc1ccc(NC2=C(Cl)C(=O)N(Cc3ccccc3)C2=O)cc1	i	i	i	i	i	i	i	i	0	i	1
O=C1CCc2cc(S(=O)(=O)NCc3ccc(F)cc3)cc3c2N1CC3	i	i	·	i	·	i	·	i	3	·	·
O=C(O)CSCC(=O)N1CCN(c2ncnc3scc(-c4ccccc4)c23)CC1	i	i	i	i	i	i	i	i	2	i	8
CCCCC(=O)Nc1nc2ccc(C(=O)OC)cc2s1	i	i	i	i	i	i	i	i	6	i	0
CCOC(=O)c1cc(C#N)c(N)nc1C	i	i	i	i	i	i	i	i	-1	i	-4
Cc1cc(=O)oc2cc(OCCCC[n+]3ccccc3)ccc12	i	i	i	i	i	i	i	i	-6	i	-15
CCc1ccc(NS(=O)(=O)c2c(C)nc3sc(CC)nn3c2=O)cc1	·	·	i	i	i	·	i	·	·	i	-1
COC(=O)CN(c1ccc2c(c1)OCO2)S(C)(=O)=O	i	i	i	i	i	i	i	i	-11	i	-2
CCn1c(SCC(=O)Nc2nc(C)c(C)s2)nc2cccnc21	i	i	i	i	i	i	i	i	-1	i	-6
O=S1(=O)CCC(NC(=S)N2CCCCC2)C1 (stereo not drawn)	i	i	i	i	i	i	i	i	0	i	2
(next part)
SMILES	TRPC6 activator	RGS4 act	MrgX1 agonist	TMEM16A act	MrgX1 allo act	RGS4 inh	TMEM16A inh	TRPC6 inh	SKKanGAS inh	MrgX1 antag	HDAC3 inhib
COc1ccccc1NC(=O)COc1ccc(/C=N/n2cnnc2)cc1OC	i	i	i	i	i	i	i	i	-4	i	3
Cn1c(=O)[nH]c2cc3ccccc3cc21	i	i	i	i	i	i	i	i	-2	i	-5
COC(=O)CCCNC(=O)OCc1ccc([N+](=O)[O-])cc1	i	i	i	i	i	i	i	i	0	i	8
CCc1nnc(NC(=O)c2ccc(S(=O)(=O)N(CCOC)CCOC)cc2)o1	i	i	i	i	i	i	i	i	1	i	-3
Cc1ccc(F)cc1NC(=O)C1C2CCC(O2)C1C(=O)O (stereo not drawn)	i	i	i	i	i	i	i	i	7	i	-1
Cc1ccc(S(=O)(=O)CC(O)CN2CCCC2=O)cc1 (stereo not drawn)	i	i	i	i	i	i	i	i	7	i	-6
Cc1cccc(NC(=O)c2ccc(NC(=O)c3ccccc3Br)cc2)c1	i	i	i	i	i	i	i	i	4	i	1
COc1ccc(NS(=O)(=O)c2ccc(C)c(C(=O)OC(C)C(=O)N3CCOCC3)c2)cc1 (stereo not drawn)	i	i	i	i	i	i	i	i	-1	i	-5
CN(C)CCCNc1ncnc2c1cnn2Cc1ccccc1Cl	i	i	·	i	·	i	·	i	-9	·	·
Cc1nc(NCCc2ccccc2)sc1C(=O)N(C)C	i	i	i	i	i	i	i	i	-1	i	0
CC1(C)Cc2ccccc2C(NN=C2CCCC2)=N1	i	i	i	i	i	i	i	i	-6	i	3
O=C(NC(=O)N1CCCC1)c1csnn1	i	i	i	i	i	i	i	i	-4	i	-3
Cc1ccc(S(=O)(=O)N2CCC(C(=O)NC3CC3)CC2)cc1	i	i	i	i	i	i	i	i	-5	i	-2
CCc1ccc(NC(=S)N2CCN(c3cccc(OC)c3)CC2)cc1	i	i	i	i	i	i	i	i	-5	i	-4
O=C(O)/C=C\C(=O)Nc1ccccc1C(=O)N1CCN(c2ccc(Cl)cc2)CC1	i	i	i	i	i	i	i	i	0	i	-5
O=C(OCC(=O)N(CCc1ccccc1)Cc1ccccc1)c1cc(S(=O)(=O)N2CCOCC2)ccc1F	i	i	i	i	i	i	i	i	-3	i	2
C/C(Cl)=C\Cn1c(NCCCn2ccnc2)nc2c1c(=O)n(C)c(=O)n2C	i	i	i	i	i	i	i	i	3	i	-3
COc1ccc(OC)c(S(=O)(=O)Nc2cnc3ccccc3c2)c1	i	i	i	i	i	i	i	i	6	i	-1
CCOc1ccc(NC(=O)NC(=O)N(C(C)C)S(C)(=O)=O)cc1	i	i	i	i	10*	i	i	i	1	i	5
CCN(CC)S(=O)(=O)c1ccc(N2CCN(S(=O)(=O)c3ccccc3)CC2)nc1	i	i	·	i	·	i	·	i	1	·	·
Cc1cccc(-n2c(C)n[nH]c2=S)c1	i	i	i	i	i	i	i	i	7	i	4
COc1cccc(C2N(c3ccccc3)CCN2c2ccccc2)c1OC	i	i	i	i	i	i	i	i	-2	i	-3
N#Cc1ccccc1/C=C/C(=O)N1CCOCC1	i	i	i	i	i	i	i	i	-1	i	1
c1ccc2c(CSCc3nc4ccccc4[nH]3)cccc2c1	i	i	i	i	i	i	i	i	-5	i	-3
CCCNC(=O)NC(=O)CSc1nc2ccccc2c(=O)n1Cc1ccncc1	i	i	i	i	i	i	i	i	-4	i	-10
Remaining list, next part
SMILES	TRPC6 activator	RGS4 act	MrgX1 agonist	TMEM16A act	MrgX1 allo act	RGS4 inh	TMEM16A inh	TRPC6 inh	SKKanGAS inh	MrgX1 antag	HDAC3 inhib
O=C(Nc1nccs1)c1ccc(COc2ccccc2Cl)o1	i	i	i	i	i	i	i	i	0	i	-3
CCOC(=O)C1CCN(CC(O)COC(CC)c2ccccc2)CC1 (stereo not drawn)	i	i	i	i	i	i	i	i	0	i	5
Cc1ccc2c(CN3CCN(CCO)CC3)cc(=O)oc2c1	i	i	i	i	i	i	i	i	6	i	6
CN(C)CC/C=C1/c2cc(F)ccc2Sc2ccc(Cl)cc21	i	-10*	i	i	i	i	i	-5.3*	1	i	8
CCn1cc(/C=N/NS(=O)(=O)c2ccc(OC)cc2)c(C)n1	i	i	i	i	i	i	i	i	-5	i	-3
Cc1ccc(C2Nc3cccc4cccc(c34)N2)cc1	i	i	i	i	i	i	i	i	9	i	-10
COc1cc2nc(-c3ccc(Br)o3)oc(=O)c2cc1OC	i	i	i	i	i	i	i	i	-6	i	1
CCN(CC(=O)Nc1c(F)cccc1F)C(=O)c1ccc(-c2ccccc2)cc1	i	i	i	i	i	i	i	i	-6	i	1
c1ccc(C(c2ccccc2)N2CCN(c3ccc4ccccc4n3)CC2)cc1	i	i	i	i	i	i	i	i	-4	i	-3
CC(Oc1ccccc1F)C(=O)NCCN1CCCCC1 (stereo not drawn)	i	i	i	i	i	i	i	i	2	i	-1
COc1cc(/C=C(\C#N)c2nc3ccccc3n2C)cc(OC)c1O	i	i	i	i	i	i	i	i	-2	i	7
CC(Sc1ccccc1)C(=O)N(CCC#N)Cc1cccnc1 (stereo not drawn)	i	i	i	i	i	i	i	i	·	i	-3
COC(=O)c1sccc1-c1ccc(C(N)=O)o1	i	i	i	·	i	i	i	i	-2	i	-23
CCCOc1c(OC)cccc1C1CC(=O)Nc2cc3c(cc21)OCCO3 (stereo not drawn)	i	i	i	i	i	i	i	i	-3	i	13
COc1ccc(C)cc1NC(=O)N1CCC(CO)(CC2CCCCO2)CC1 (stereo not drawn)	i	i	i	i	i	i	i	i	-3	i	·
CC(C)CNC(=S)N(CCCO)Cc1cc2cc3c(cc2[nH]c1=O)OCCO3	i	i	i	i	i	i	i	i	1	i	-2
Cc1cccc(NC(=O)c2cc3c(n(-c4ccccc4)c2=O)CCCC3=O)n1	i	i	·	i	·	i	·	i	10	·	·
Cn1c(CNC(=O)OC(C)(C)C)n[nH]c1=S	i	i	i	i	i	i	i	i	-1	i	-6
COc1ccc(NC(=O)c2ccc(-c3ccccc3)cc2)cc1S(=O)(=O)N1CCOCC1	i	i	i	i	i	i	i	i	-1	i	-3
Cc1ccccc1-c1nc2cc(Cl)ccc2c(=O)o1	i	i	i	i	i	i	i	i	2	i	3
COc1ccc(N2CCN(S(=O)(=O)c3cc4c(cc3C)N(C(C)=O)CCO4)CC2)cc1	i	i	i	i	i	i	i	i	-3	i	2
